# From PubChem
# PAX8 reporter – inhibitors of PAX8 transcriptional activity in RMG-I cells. RMG-I TPO-luciferase reporter, SteadyGlo, 24 h. inhibition, % at 12.6 µM. hit rate 1.2% among 360,000;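 active means mean replicate inhibition at least 60% with every replicate also reaching 60%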;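 further: luciferase light reporting Pax8 driven TPO promoter activity; plate controls were median of neutral control wells for no effect and mitoxantrone controls for full effect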
# PglD DTNB – inhibitors of Campylobacter jejuni PglD acetyltransferase. purified PglD enzyme, DTNB colorimetric CoA detection. inhibition, % at 12.5 µM. hit rate 0.098% among 360,000. AID 602405; in the data active means inhibition above about 16%, passing the limit was not always enough; further: strong numbers were not always called active
# LGR2 inh – inhibitors of bursicon-induced Drosophila LGR2 receptor cAMP signaling; inhibition, % at 9.99 µM; HEK293 LGR2, CRE-luciferase, bursicon-stimulated, 4 h; hit rate 0.35% among 380,000;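 active means drop in luminescence signal, shown as inhibition above about 50% in the replicate tests, limit read from the data, passing the limit was not always enough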;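 further: agonist challenge used bursicon conditioned medium at about half maximal strength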
# FN deposition inh – fibronectin deposition inhibition | AH1F fibroblasts, Alexa488-fibronectin deposition fluorescence, overnight | hit rate 0.086% among 350,000 | inhibition, % at 12.6 µM;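 active means mean inhibition across replicates of 30% or more, regardless of how many single replicates reach that level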;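 further: positive control wells lacked labelled fibronectin entirely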
#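 Material: AH1F fibroblast monolayer depositing Alexa488-labelled fibronectin into matrix | Input: 10000 AH1F cells/well | Medium: DMEM plus 2% serum, read in PBS | Reagent: Alexa488-fibronectin, 24 nM final in well | Compound dosing: One dose per compound, pinned | Schedule: 1 h adhesion, overnight exposure | Measured by: Fluorescence at 485 nm excitation, 525 nm emission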
# EWS-Fli inh – blocks EWS/Fli oncoprotein-driven transcription | inhibition, % at 12.6 µM | A673 NR0B1-luciferase reporter, viability-normalised | AID 651661 | hit rate 0.67% among 350,000;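 active means mean inhibition of at least 50% after viability correction, with every replicate also passing that limit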;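 further: firefly luciferase signal divided by Alamar Blue viability fluorescence both relative to DMSO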
# S100A4 inh HTS – inhibitors of human S100A4 binding to myosin IIA peptide; inhibition, % at 10.7 µM; P26447; hit rate 0.14% among 360,000; S100A4/TAMRA-MyoIIA peptide fluorescence polarization;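 active means mean inhibition of at least 70% across replicates, with every replicate also reaching that level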
# Target sequence (P26447 whole entry, looked up): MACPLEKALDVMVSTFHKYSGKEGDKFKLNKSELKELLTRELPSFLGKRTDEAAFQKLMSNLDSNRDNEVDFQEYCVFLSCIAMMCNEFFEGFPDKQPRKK
#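 Assay system: human S100A4 monomer with TAMRA-labelled myosin IIA peptide / Buffer or medium: Calcium-containing HEPES buffer, pH 7.2 / Reagent: TAMRA-labelled myosin IIA heavy-chain peptide probe, 5 nM / Compound: one dose per compound / Timing: polarization read 5 min after assay mix addition, stable 5–60 min / Benchmarks: neutral control DMSO, positive control TFP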
# ERAP1 inh – blocks human ERAP1 aminopeptidase activity; Q9NZ08; recombinant ERAP1, Leu-AMC fluorescence, 60 min; inhibition, % at 10.7 µM; hit rate 0.15% among 340,000;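 active means mean replicate inhibition of at least 30%, or all replicates individually reaching that 30% level; inactive means mean below 30% and not every replicate reaching it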;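 further: 0% = neutral control wells and 100% = L-leucinethiol positive control wells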
# Target sequence (Q9NZ08 whole entry, looked up): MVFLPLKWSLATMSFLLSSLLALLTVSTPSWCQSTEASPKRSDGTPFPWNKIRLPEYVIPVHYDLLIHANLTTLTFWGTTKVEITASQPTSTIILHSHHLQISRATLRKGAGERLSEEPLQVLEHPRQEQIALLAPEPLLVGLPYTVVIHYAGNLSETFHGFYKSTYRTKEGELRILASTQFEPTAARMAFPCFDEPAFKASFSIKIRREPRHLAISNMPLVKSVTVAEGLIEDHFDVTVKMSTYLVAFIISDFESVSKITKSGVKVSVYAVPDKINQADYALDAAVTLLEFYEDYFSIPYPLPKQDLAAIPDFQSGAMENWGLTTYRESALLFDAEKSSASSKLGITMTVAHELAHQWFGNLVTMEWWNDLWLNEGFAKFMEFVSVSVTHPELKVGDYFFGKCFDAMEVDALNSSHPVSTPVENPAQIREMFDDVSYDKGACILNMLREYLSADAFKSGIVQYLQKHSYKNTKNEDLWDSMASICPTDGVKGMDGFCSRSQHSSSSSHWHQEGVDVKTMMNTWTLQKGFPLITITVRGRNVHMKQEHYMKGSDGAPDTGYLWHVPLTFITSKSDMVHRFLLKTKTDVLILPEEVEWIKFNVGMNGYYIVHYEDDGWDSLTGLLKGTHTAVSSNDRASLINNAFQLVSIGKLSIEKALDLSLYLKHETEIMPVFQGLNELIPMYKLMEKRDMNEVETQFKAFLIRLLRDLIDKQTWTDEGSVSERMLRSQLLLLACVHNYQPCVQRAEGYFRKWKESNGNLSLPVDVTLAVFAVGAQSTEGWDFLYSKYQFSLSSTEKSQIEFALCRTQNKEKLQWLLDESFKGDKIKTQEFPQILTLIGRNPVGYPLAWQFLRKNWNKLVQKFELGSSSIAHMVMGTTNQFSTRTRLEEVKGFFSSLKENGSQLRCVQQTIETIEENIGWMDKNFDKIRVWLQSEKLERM
# PGC1a acetyl inh – modulators of PGC1a acetylation; U2OS PGC1a acetylation, AlphaScreen anti-acetyl-lysine; with virally co-expressed GCN5 acetyltransferase; hit rate 0.17% among 350,000; AID 651687; inhibition, % at 15.6 µM;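 active means every replicate shows inhibition of at least 40%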;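 further: 0% = neutral control wells and 100% = positive control wells; some results beyond the cut were filed as inactive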
# * = called active by the depositor; / = not tested or not shown.
Compound	PAX8 reporter	PglD DTNB	LGR2 inh	FN deposition inh	EWS-Fli inh	S100A4 inh HTS	ERAP1 inh	PGC1a acetyl inh
COc1ccc(Cl)cc1N(CC(=O)N(C)C)S(=O)(=O)c1ccc(C)c([N+](=O)[O-])c1	9.1	-1.0	-24.0	-43.9	-3.5	-6.3	7.2	-14.9
CCN(CC)C(=O)C1=C(C)N(Cc2ccc(OC)cc2)C(=O)C(CC(=O)NCC2CCCCC2)C1 (stereo unspecified)	5.5	4.0	-9.4	-0.1	-7.0	-19.3	-2.5	8.7
COc1ccc(-n2nc(C(=O)NCC(=O)NC(C)C)c3ccccc3c2=O)cc1Cl	36.5	0.8	1.2	8.2	17.1	4.1	4.8	/
Cc1nn(Cc2ccc(Cl)c(Cl)c2)c(C)c1NC(=O)c1cc(-c2ccc3c(c2)OCO3)on1	/	0.9	24.6	5.9	/	/	/	-27.7
COc1cccc(NC(=O)CS(=O)(=O)c2cn(CC(=O)N3CCOCC3)c3ccccc23)c1	2.5	/	6.0	-14.8	-13.0	4.6	-3.5	/
C[C@@H]1CCCCO[C@@H](CN(C)S(=O)(=O)c2ccc(F)cc2)[C@H](C)CN([C@H](C)CO)C(=O)c2cc(NS(=O)(=O)c3ccc(F)cc3)ccc2O1	48.1	-1.1	-12.8	0.4	27.3	/	/	-15.7
CCCN1C[C@@H](C)[C@H](OC)CN(C)C(=O)c2cc(NC(=O)C3CC3)ccc2OC[C@@H]1C	8.4	0.2	10.8	-2.7	8.6	5.6	1.7	5.9
CCOc1ccccc1NC(=S)N1CCN(c2cccc(C)c2C)CC1	-6.3	1.1	-3.4	-7.0	16.1	-2.5	0.6	-12.5
C[C@H](CO)N1C[C@H](C)[C@H](CN(C)S(C)(=O)=O)Oc2ccc(NC(=O)CCN3CCOCC3)cc2C1=O	-9.1	4.3	-1.4	/	15.4	10.3	1.8	-1.7
Nc1ncnc(Nc2ccccn2)c1[N+](=O)[O-]	-32.6	/	4.7	-7.8	-20.2	2.3	-4.2	17.7
Cc1cc(C)cc(N(C(=O)c2csnn2)C(C(=O)NC2CCCC2)c2cccnc2)c1 (stereo unspecified)	-7.4	3.2	7.4	-3.7	7.5	-6.4	-1.9	-2.0
CCOC(=O)N1CCC(NC(=O)C2=CCN(S(=O)(=O)c3ccccc3)CC2)CC1	6.7	/	6.8	14.6	15.6	-34.3	/	9.1
COc1cc2c(C(=O)O)c(C)n(-c3ccccc3)c2c2ccccc12	-0.9	5.8	11.3	10.9	-9.9	3.7	-4.1	-0.7
CCN(C(=O)CSc1nnc(-c2cccc(Cl)c2)n1N)c1c(N)n(Cc2ccccc2)c(=O)[nH]c1=O	3.1	3.3	5.3	-8.8	4.8	1.3	1.9	/
CN(CC(=O)N(CCO)Cc1ccccc1)S(=O)(=O)c1ccc2c(c1)c(=O)n(C)c(=O)n2C	8.4	-0.5	7.8	16.4	-5.4	-4.0	4.9	2.0
Cc1cc(C)n(CCC(=O)N2CCCC(Nc3ccc(F)cc3)C2)n1 (stereo unspecified)	23.1	6.1	-26.9	/	/	-2.7	-2.1	-4.2
COC(=O)C(C)N1CCC(=O)c2ccccc2S1(=O)=O (stereo unspecified)	-21.0	3.4	6.5	-7.4	-12.0	/	/	/
CCN(CC)C(=S)SC1CCCCN(C(=O)c2ccc(F)cc2)C1=O (stereo unspecified)	6.0	/	3.3	5.8	-0.6	-2.9	3.8	/
COc1ccc(S(=O)(=O)N(C)C[C@H]2Oc3ccc(NC(=O)c4ccncc4)cc3CC(=O)N([C@H](C)CO)C[C@H]2C)cc1	/	-2.8	-5.5	7.2	-3.1	-4.1	-0.1	-0.7
COc1ccc(/C=C/C(=O)NC(=S)Nc2ccc(Br)cn2)cc1	13.4	-1.9	-1.8	12.7	10.1	2.0	0.8	-5.3
CC(=O)c1cccc(NC(=O)C2Cc3c(-c4cccc(C(N)=O)c4)ccnc3O2)c1 (stereo unspecified)	/	2.4	-9.5	6.7	2.9	13.3	-0.8	-3.9
COCCSc1ccccc1C(=O)N1CCCC(C)C1 (stereo unspecified)	1.2	/	9.0	-16.3	-6.0	0.3	-1.2	/
C=CCN(Cc1cn(C)nc1-c1cccc(Cl)c1)C1CCS(=O)(=O)C1 (stereo unspecified)	21.2	0.2	-9.4	-2.5	-4.5	5.9	-3.6	7.4
O=C(CSc1nc(=O)n(CCN2CCOCC2)c2c1CCCC2)Nc1cccc([N+](=O)[O-])c1	13.4	0.3	5.1	5.1	0.3	1.1	4.6	/
C[C@@H]1CN([C@@H](C)CO)C(=O)c2cc(NC(=O)c3ccccc3)ccc2O[C@@H](C)CCCCO[C@@H]1CN(C)Cc1ccc(C(=O)O)cc1	-12.9	5.8	3.5	2.6	-9.4	6.8	4.3	0.9
Cc1cccc(C(=O)Nc2c(C(=O)N(C)C)cnn2-c2ccccc2)c1	14.6	-2.8	-9.7	5.4	5.1	1.2	-2.3	/
Cc1cc(C)c(S(=O)(=O)Nc2ccccn2)c(C)c1	-17.6	7.8	8.1	1.9	16.4	22.9	-1.0	-18.1
O=C(NCc1ccc2c(c1)OCO2)c1ccc(NS(=O)(=O)c2ccc3c(c2)OCCO3)cc1	-12.1	-3.4	-8.8	2.8	/	1.8	-1.4	/
COc1ccc(C2=NOC(C(=O)Nc3cc(C)on3)C2)cc1 (stereo unspecified)	-15.2	0.2	0.8	5.6	-0.7	-1.1	-1.0	-10.9
CCOc1ccc(NC2CCN(C(C)=O)CC2)cc1	-12.8	-1.4	/	/	2.9	-4.2	1.4	19.3

# Arranged by the number under S100A4 inh HTS (high to low): 3 of the compounds above.
Compound	PglD DTNB	LGR2 inh	S100A4 inh HTS	ERAP1 inh	PGC1a acetyl inh
Cc1cccc(C(=O)Nc2c(C(=O)N(C)C)cnn2-c2ccccc2)c1	-2.8	-9.7	1.2	-2.3	/
COc1ccc(C2=NOC(C(=O)Nc3cc(C)on3)C2)cc1 (stereo unspecified)	0.2	0.8	-1.1	-1.0	-10.9
Cc1cc(C)n(CCC(=O)N2CCCC(Nc3ccc(F)cc3)C2)n1 (stereo unspecified)	6.1	-26.9	-2.7	-2.1	-4.2

# (next part)
Compound	PAX8 reporter	PglD DTNB	LGR2 inh	FN deposition inh	EWS-Fli inh	S100A4 inh HTS	ERAP1 inh	PGC1a acetyl inh
CC1(C(=O)NCc2cccc3ccccc23)CCN1Cc1ccc2ccccc2c1 (stereo unspecified)	4.8	-0.8	20.6	-2.4	9.4	-1.3	-1.0	-28.6
C[C@@H]1CN([C@@H](C)CO)C(=O)c2cc(/C=C/c3ccccc3)cnc2O[C@H]1CN(C)S(=O)(=O)c1ccccc1	/	0.6	14.8	-1.2	7.4	0.7	-2.2	6.3
CNC(=O)C(=O)NCC1OCCN1S(=O)(=O)c1ccc2c(c1)OCCO2 (stereo unspecified)	2.6	/	6.4	-1.8	1.9	1.8	-2.2	/
Cc1cccc(C)c1NC(=S)N(Cc1ccccc1)Cc1cccnc1	-8.4	/	3.7	/	-1.3	-21.3	-4.4	/
COc1cc(C2c3c(oc4ccccc4c3=O)C(=O)N2c2ccc(C)cn2)ccc1O (stereo unspecified)	-1.1	6.8	-12.0	-4.0	-5.6	4.8	0.3	4.9
O=C1C=CC(=O)c2c(O)c(CO)c(CO)c(O)c21	1.3	/	20.6	0.2	1.2	1.0	-0.7	-1.0
COCC(=O)N1CC2(C1)CN(Cc1cccc(F)c1)[C@H](CO)c1c2c2ccc(OC)cc2n1C	/	/	21.0	-5.7	11.5	6.6	2.2	14.9
O=C(CN1CCC(Cc2ccccc2)CC1)NCCc1ccc(F)cc1	30.0	/	6.1	9.9	1.8	-5.7	-1.9	4.4
CCOC(=O)c1ccn(S(=O)(=O)c2ccc(C)cc2)c1-c1ccccc1	17.7	2.1	7.4	-6.6	0.6	5.9	3.1	-18.8
CCOc1ccc(-c2cc(N)n(S(=O)(=O)c3ccc(OC)cc3)n2)cc1	8.8	/	-10.6	12.1	13.3	-0.8	/	-9.3
Cc1cccc(N2CCN(S(=O)(=O)c3ccc4c(c3)CCN4C(=O)CCC(=O)O)CC2C)c1 (stereo unspecified)	-4.9	1.4	9.2	2.3	-2.5	-2.7	3.2	-6.5
Cc1c(NC(=O)c2c(N)sc3c2CCCC3)c(=O)n(-c2ccccc2)n1C	0.0	/	-0.2	-5.2	0.1	-4.3	2.7	-1.8
C#CC(=O)CC1(CN(Cc2ccccc2)C(=O)OC(C)(C)C)CCCCC1	76.2*	2.2	-15.1	-13.7	14.8	-10.0	-0.7	-3.5
O=C(C[C@@H]1CC[C@@H]2[C@H](COC[C@H](O)CN2S(=O)(=O)c2ccc(Oc3ccccc3)cc2)O1)NC1CCC1	/	3.3	2.5	-11.7	/	-1.0	-4.4	-1.9
Cc1ccc(/C=C/C(=O)OCC(=O)N(CC(C)C)c2c(N)n(Cc3ccccc3)c(=O)[nH]c2=O)o1	2.6	-0.5	3.3	2.1	1.9	-1.7	0.1	-10.3
O=C(O)c1ccc(Nc2nc(-c3cccnc3)cs2)cc1	-79.5	1.9	-22.6	-8.0	-55.0	2.2	-3.3	4.0
Cc1ccc(NC(=O)CN2CCCC2c2cccs2)cc1S(=O)(=O)N1CCCCC1 (stereo unspecified)	34.7	-0.7	6.7	-9.8	25.8	-13.2	-2.0	-8.8
CSc1ccc(/C=N/NC(=O)CN2CCN(Cc3ccccc3)CC2)cc1	0.4	/	-3.2	10.4	-18.0	-2.0	-7.7	/
C/C=C/c1ccc([C@@H]2[C@H](CO)N(CC3CCCC3)C23CN(C(=O)CC)C3)cc1	18.8	/	2.0	/	-2.9	-9.9	5.6	-21.3
CCC(C)NC(=O)c1ccccc1NC(=O)C(C)N(c1ccccc1)S(C)(=O)=O (stereo unspecified)	/	3.9	3.3	/	8.6	2.1	-11.1	2.7
C[C@@H]1CN([C@@H](C)CO)C(=O)Cc2cc(NC(=O)C3CCCCC3)ccc2O[C@@H]1CN(C)Cc1ccc(-c2ccccc2)cc1	11.0	-0.9	-7.0	/	10.8	8.6	0.5	-17.3
COc1ccc(S(=O)(=O)N2CCCC(C(=O)NCC3CCCO3)C2)cc1OC (stereo unspecified)	10.2	-4.5	6.9	0.0	-6.3	-3.4	-2.3	-5.1
COc1ccc(C(=O)NNC2=C(C(=O)C(F)(F)F)CCC2)cc1	-17.3	-2.1	-0.9	-2.7	-6.6	-2.3	/	3.1
COc1ccc(-c2nc(CS(=O)(=O)CC(=O)NCCCN3CCOCC3)c(C)o2)cc1	-11.8	2.6	6.5	-4.8	0.7	9.3	-0.6	4.9
COc1ccc(NC(=O)CSCc2ccc([N+](=O)[O-])cc2)cc1OC	-18.4	1.1	-19.0	-1.2	-6.0	24.8	-0.9	27.2
COc1ccc(CN(C(=O)/C=C/C(=O)c2ccc(OC)cc2O)C(C(=O)NC2CCCCC2)c2ccncc2)cc1 (stereo unspecified)	-8.7	-6.2	13.3	2.8	17.4	13.0	-0.7	5.2
C/C(=N/NC(=O)C1CC1(c1ccccc1)c1ccccc1)c1ccco1 (stereo unspecified)	23.4	-1.1	17.1	1.4	-6.9	-2.2	-2.7	/
CCCN(C)C[C@@H]1Oc2ncc(-c3ccccc3F)cc2C(=O)N([C@H](C)CO)C[C@@H]1C	/	1.2	-18.2	/	-2.9	-2.7	-3.8	-10.7
